All columns: NCI-60 one-dose screen, growth in % after 48 h at 10 µM unless noted; 100 = growth as untreated, 0 = no growth, -100 = all killed.
NCI-H226: NCI-H226 lung cancer | actives 3.5% (n = 79,000) | AID 1794732
RXF 393: RXF 393 renal cancer cells | actives 6.9% (n = 77,000)
A498: A498 renal cancer cells. actives 5.4% (n = 76,000)
NCI-H522: NCI-H522 lung cancer; actives 8% (n = 78,000); AID 1794739
COLO 205: COLO 205 colon cancer; AID 1794742; actives 7.3% (n = 79,000)
NCI-H322M: NCI-H322M lung cancer; actives 2.7% (n = 80,000)
HT29: HT29 colon cancer. AID 1794748. actives 7.4% (n = 81,000)
NCI-H460: NCI-H460 lung cancer | AID 1794736 | actives 6.8% (n = 82,000)
NCI-H23: NCI-H23 lung cancer; AID 1794731; actives 4% (n = 80,000)
* = called active by the depositor; / = not tested or not shown; & = joins results of further samples; [ ] = dose if it differs, or a comment. How the source made its calls: active means growth percent below 10; inactive means the rest. Hits appear at their usual frequency; any-hit rate near 12%.

structure,NCI-H23,A498,NCI-H322M,NCI-H522,NCI-H226,RXF 393,HT29,NCI-H460,COLO 205
COc1cc(-n2nnc3c4nc(-c5ccccc5)oc(=O)c4c(C)nc32)cc(OC)c1OC,112.9,86.7,108.3,103.3,86.0,95.2,105.2,111.6,120.5
O=C1CNC(c2ccccc2)C(c2ccccc2)N1 (stereo unspecified),85.2,74.7,102.7,88.6,99.4,98.3,85.2,102.8,114.5
CC(=O)[C@@]1(O)CC[C@H]2[C@@H]3CCC4=CC(=O)CC[C@]4(C)[C@H]3[C@H](O)C[C@@]21C,100.5,92.0,99.9,88.8,104.6,119.2,102.3,109.1,104.3
CCSSCC,93.1,83.3,101.3,95.0,102.8,117.5,99.1,109.0,108.4
O=C1OCC2=C1C(c1ccncc1)c1cc3c(cc1N2CCO)OCO3 (stereo unspecified),99.6,90.0,98.3,91.2,102.2,99.3,106.3,101.0,53.1
CCN1C(=O)/C(=c2\sc3n(c2=O)C2C(NN=3)N(C)C(=O)N2C)c2ccccc21 (stereo unspecified),101.4,96.0,101.9,93.8,90.9,/,104.3,103.7,103.5
NNC(=S)Nc1ccccc1F,110.5,90.6,114.1,97.3,95.4,102.1,107.3,100.7,113.5
CC(C)C1NC(=O)NC1=O (stereo unspecified),113.5,102.1,112.5,/,101.8,102.8,104.9,100.9,109.0
COc1ccc2nc3nc4ccc[nH]c4cc3c2c1,73.9,94.4,87.6,84.4,91.6,101.1,97.7,73.7,97.9
COC(=O)/C=c1\[nH]n2/c(=C/c3ccc(OC)cc3)c(=O)nc-2n(-c2ccccc2)c1=O,94.4,72.5,91.3,85.8,90.4,90.4,94.1,103.5,115.6
OC(CN1CCOCC1)c1ccccc1 (stereo unspecified),96.8,77.6,106.9,78.1,104.0,94.9,88.8,98.6,112.5
COc1ccc(-c2nnc(NC(=O)CN3CCN(c4cc5c(cc4F)c(=O)c(C(=O)O)cn5C4CC4)CC3)s2)cc1OC,96.3,80.5,98.2,89.1,87.8,104.9,95.8,101.0,104.4

(listing goes on)
structure,NCI-H23,A498,NCI-H322M,NCI-H522,NCI-H226,RXF 393,HT29,NCI-H460,COLO 205
COc1ccc(Oc2nc(Nc3ccc(N4CCOCC4)cc3)ncc2N=Cc2ccc(O)c(OC)c2)cc1,88.5,85.4,104.1,79.5,86.5,110.1,99.9,108.6,132.9
CC(C)CNc1nc(N=[N+]=[N-])nc(NCC(C)C)n1,59.9[100 µM],35.5[100 µM],92.5[100 µM],/,75.8[100 µM],70.8[100 µM],60.4[100 µM],68.8[100 µM],99.2[100 µM]
Cc1cc(N(CCNc2ccnc3cc(Cl)ccc23)Cc2ccc3c(c2)OCO3)nc(N2CCN(C)CC2)n1,56.6,42.6,41.5,7.7*,75.7,-45.7*,0.2*,18.2,-67.1*
CCN(CC)C(N)=S,105.0,103.8,104.3,79.0,112.3,110.8,98.1,108.5,112.1
Oc1c(Br)cc(Br)c2ccccc12,96.5,99.4,108.2,/,94.8,118.7,157.6,102.9,98.7
CCC(CCN)(CCN)[N+](=O)[O-],101.2,89.3,86.9,92.1,105.3,110.4,96.0,92.6,110.8
Cc1nc(N2N=C(c3ccccc3)CC2c2cccs2)sc1C(=O)/C=C/c1ccc(Cl)cc1 (stereo unspecified),105.6,/,104.5,97.2,102.9,105.0,109.6,110.5,/
N#Cc1c(-c2ccc(F)cc2)nc(N2NC(=O)CC2=O)nc1N1CCOCC1,97.1,100.2,85.4,81.7,96.2,103.7,92.8,104.9,116.1
Cc1[nH]c(C(=O)OCc2cn(CCCCNC(=O)COc3cccc4c3C(=O)N(C3CCC(=O)NC3=O)C4=O)nn2)c2c1C(=O)CCCC2 (stereo unspecified),91.7,99.8,96.3,79.2,85.8,107.7,114.8,101.1,95.9
Nc1nc2nn(-c3ccccc3)nc2c(=O)[nH]1,102.9,143.1,73.6,52.7,98.9,/,89.9,105.7,96.8
CC1(C)CC[C@]2(C(=O)NC3CCCCC3)CC[C@]3(C)C(=CC[C@@H]4[C@@]5(C)CCC(=O)C(C)(C)[C@@H]5CC[C@]43C)[C@@H]2C1,93.3,114.5,97.1,86.8,80.0,/,98.0,105.9,107.8
CC(=O)C1CC(C)CCC1C(C)C (stereo unspecified),78.7,92.4,102.3,82.8,105.1,106.8,100.8,98.4,121.8

Next entries:
structure,NCI-H23,A498,NCI-H322M,NCI-H522,NCI-H226,RXF 393,HT29,NCI-H460,COLO 205
Cc1nnsc1C(=O)NCc1c(F)cccc1Cl,95.9,100.2,115.2,77.0,93.1,96.9,99.2,100.7,124.5
CC1(C)OC(=O)NC1=O,156.3&105.0,110.5&95.2,102.2&100.1,98.6&101.1,90.2&96.7,92.5&110.6,115.0&104.7,103.2&112.1,120.9&108.3
Cc1ccc(/C=N\NC(=O)N/N=C/c2ccc(C)cc2)cc1,97.4,85.3,98.5,81.1,100.3,101.1,96.6,109.3,116.4
Cc1ccc(-c2nn(CC(=O)N3CCOCC3)c(N)c2C#N)cc1,100.1,91.3,109.6,100.7,101.6,109.6,111.8,105.7,122.4
O=CN1N=C(c2ccc(Nc3nc(NCCO)nc(NCCO)n3)cc2)CC1c1ccc(F)cc1 (stereo unspecified),99.6,106.9,96.8,/,106.0,105.9,96.9,102.9,95.8
COc1ccc(/C=C2\Sc3ccc(F)cc3C2=O)cc1,66.9,111.3,84.8,46.0,80.5,70.0,111.5,82.7,95.6
C=CCc1cc(C)cc2c(OC(C)=O)c(C(C)=O)c(-c3ccccc3)nc12,100.8,86.7,106.1,105.1,110.0,116.2,111.3,106.1,116.4
Cc1ccc(C2=NN3C(C2)c2cc(Cl)ccc2OC3c2ccc(Cl)cc2Cl)o1 (stereo unspecified),91.2,99.9,87.0,81.2,87.6,100.9,102.9,99.5,110.9
Brc1cccc(-n2ncc3c(Nc4ccc(-c5nnc(Nc6ccccc6)s5)cc4)ncnc32)c1,107.7,96.9,105.7,93.8,103.9,116.2,100.3,104.5,114.0
NC(=O)c1c(Nc2ccccc2)nn2cc(-c3nc4ccccc4s3)c(N)nc12,95.2,92.5,102.7,91.4,85.5,102.3,103.4,98.6,106.0
O=c1[nH]c(SCc2ccccc2)nc2nc(Nc3ccc(NC(=S)Nc4ccccc4)cc3)nc(-c3ccc(O)cc3O)c12,97.3,107.6,121.1,/,93.2,66.2,114.9,102.9,98.2
O=C1c2cccc([N+](=O)[O-])c2C(=O)c2cccc(Cl)c21,104.5,76.1,112.3,84.4,111.7,103.5,105.2,104.9,111.3

An excerpt from above, limited to NCI-H522 and A498:
SMILES | NCI-H522 | A498
NC(=O)c1c(Nc2ccccc2)nn2cc(-c3nc4ccccc4s3)c(N)nc12 | 91.4 | 92.5
Cc1ccc(/C=N\NC(=O)N/N=C/c2ccc(C)cc2)cc1 | 81.1 | 85.3
CC1(C)OC(=O)NC1=O | 98.6&101.1 | 110.5&95.2

More entries follow:
structure,NCI-H23,A498,NCI-H322M,NCI-H522,NCI-H226,RXF 393,HT29,NCI-H460,COLO 205
CC1(O)c2ccccc2N2C(=O)NC(=O)C23OC=CC13 (stereo unspecified),101.6,123.1,105.3,80.3,107.6,120.2,106.2,112.1,115.2
NC(c1ccccc1)c1cccs1 (stereo unspecified),103.3,102.0,101.6,/,99.1,111.9,99.1,108.6,100.2
O=C(Nc1ccc2ncnc(Nc3ccc(F)c(Cl)c3)c2c1)c1cccs1,81.6,46.0,19.3,31.4,58.1,-3.2*,58.7,39.6,105.6
CCCCC(C(O)c1ccccc1)N1CCOCC1 (stereo unspecified),107.2,109.5,110.5,103.8,98.0,107.2,119.0,108.5,104.0
N#CCCN1c2ccccc2Sc2ccccc21,104.6&96.5,95.0&91.2,110.2&103.1,110.9&97.1,96.5&94.4,101.3&93.2,101.9&95.3,105.3&107.8,112.4&115.7
c1ccc(CCNCc2cccs2)nc1,104.7,113.9,103.7,102.0,101.3,112.4,107.9,127.4,96.8
O=c1[nH]c(F)nc2c1ncn2C1OC(CO)C(O)C1O (stereo unspecified),102.9,90.0,102.0,98.8,96.5,/,100.4,100.3,113.5
CCCCC#Cc1c(/C=C(\CCCC)SCC)n(C)c(=O)[nH]c1=O,94.1,72.0,97.7,79.7,93.2,-12.1*,92.6,93.8,107.7
CCN(CC)c1cccc(S(=O)(=O)O)c1,106.9,89.0,136.7,95.2,116.4,109.0,94.6,113.0,/
COC(=O)[C@@]1(/C=C/c2ccccc2)C(=O)N(c2ccc([N+](=O)[O-])cc2)[C@@]1(C(=O)OC)c1ccccc1,44.5,59.6,85.8,64.8,68.4,60.6,65.4,38.7,85.2
CCOc1cc(Cl)c(C(C)NC(=O)c2cccc(OC)c2)cc1OCC (stereo unspecified),4.9*,26.2,126.6,-76.1*,/,-95.8*,-39.4*,13.6,-84.8*
CC#C[C@]1(O)CCC2C3CCC4=CC(=O)CCC4=C3[C@@H](c3ccc(N(C)C)cc3)C[C@@]21C (stereo partly specified),71.0,67.7,/,/,81.0,61.4,78.1,74.7,88.0

Additional results follow:
structure,NCI-H23,A498,NCI-H322M,NCI-H522,NCI-H226,RXF 393,HT29,NCI-H460,COLO 205
COc1ccc(-n2nc[nH]c2=O)cc1,97.9,115.5,99.0,84.5,96.9,98.5,98.8,100.8,/
S=c1nc2oc(-c3ccccc3)c(-c3ccccc3)c2c(/N=C\c2cccs2)[nH]1,84.3,93.2,89.8,85.8,100.2,82.6,86.6,106.9,119.4
CC(C)NC1(C#N)CCN(Cc2ccccc2)CC1,86.2,89.6,96.2,96.6,92.9,101.4,101.9,109.1,96.0
O=C(Nc1ccc2c(ccn2Cc2ccc(F)cc2)c1)c1cccnc1,92.5,22.8,101.7,/,79.2,37.4,94.8,98.8,107.4
CN1CCN(c2ccc(NC3=CC(=O)c4ncncc4C3=O)cc2)CC1,-43.5*,-36.7*,10.8,-56.7*,-47.7*,-94.8*,-29.0*,-24.4*,-69.8*
COc1ccc(-c2cc(-c3ccc4c(c3)OCO4)n3c(n2)nc2ccccc23)cc1OC,98.6,51.6,95.5,95.7,106.2,84.8,107.7,90.0,117.3
N=c1sc(Cc2cccc(Cl)c2)cn1CC(=O)c1ccc(Br)cc1,87.4,88.5,67.1,66.1,89.6,104.7,67.5,70.2,102.5
C=C1CCC2(C#N)[C@H]3[C@H](CC[C@@H]2C)[C@@H](C)C[C@@H](CC(C)(C)NC(=O)CN2CCC2=O)[C@H]13 (stereo partly specified),60.3,92.1,96.1,46.6,60.6,55.5,75.6,52.1,54.0
CCN(CCNc1cc(OC)cc2cccnc12)CCc1ccccc1,78.1,92.2,108.0,63.7,86.2,/,70.0,86.0,68.8
N#CC1CN(S(=O)(=O)O[C@@H]2C(=O)N(c3cc4c5ccccc5ccc4c4ccccc34)[C@H]2c2ccc(F)cn2)C1,95.0,92.3,93.7,77.3,99.8,105.1,89.0,100.3,98.9
C=C(C)[C@@H]1CC[C@]2(C(=O)ON)CC[C@]3(C)[C@H](CC[C@@H]4[C@@]5(C)C/C(=C/c6ccc(Br)cc6)C(=O)C(C)(C)[C@@H]5CC[C@]43C)[C@@H]12,78.4,/,85.1,66.8,72.6,78.4,71.5,71.0,88.0
Nc1c(C(=O)Nc2cccc3cccnc23)sc2nc3c(cc12)CN(Cc1ccccc1)CC3,105.6,/,83.6,99.6,94.5,98.8,108.7,99.2,104.9

By substructure, the compounds so far containing two or more sulfur atoms
structure,NCI-H23,A498,NCI-H322M,NCI-H522,NCI-H226,RXF 393,HT29,NCI-H460,COLO 205
CCSSCC,93.1,83.3,101.3,95.0,102.8,117.5,99.1,109.0,108.4
Cc1nc(N2N=C(c3ccccc3)CC2c2cccs2)sc1C(=O)/C=C/c1ccc(Cl)cc1 (stereo unspecified),105.6,/,104.5,97.2,102.9,105.0,109.6,110.5,/
O=c1[nH]c(SCc2ccccc2)nc2nc(Nc3ccc(NC(=S)Nc4ccccc4)cc3)nc(-c3ccc(O)cc3O)c12,97.3,107.6,121.1,/,93.2,66.2,114.9,102.9,98.2
S=c1nc2oc(-c3ccccc3)c(-c3ccccc3)c2c(/N=C\c2cccs2)[nH]1,84.3,93.2,89.8,85.8,100.2,82.6,86.6,106.9,119.4

Other structures follow.
structure,NCI-H23,A498,NCI-H322M,NCI-H522,NCI-H226,RXF 393,HT29,NCI-H460,COLO 205
Cc1ccc(CSC(=N)N)cc1C,107.8,103.2,110.9,101.2,103.7,103.2,103.7,109.3,106.6
O=C(O)CC(c1ccccc1)c1ccccc1,98.4,120.9,109.8,100.9,109.6,111.5,105.6,104.1,104.1
COc1ccc(CNc2ccc(NCc3ccc(OC)c(OC)c3OC)cc2)c(OC)c1OC,100.4,100.4,99.7,75.1,88.6,97.2,100.6,104.4,107.4
Cc1ccc(Br)c(O)c1,100.1,99.8,113.0,80.5,102.0,118.4,86.6,105.6,118.8
C=CCN1C(=O)/C(=C/C(=O)OCC)S/C1=N\Nc1cc(=O)[nH]c2ccc(C)cc12,105.6,122.6,97.5,91.9,105.0,110.9,112.7,109.1,107.1
COc1ccc(-c2nnc(SCC(=O)Nc3ccc(C(=O)/C=C/c4ccccc4)cc3)o2)cc1OC,88.0,95.7,90.8,91.4,89.0,99.8,93.4,102.5,112.6
O=C(NNc1nc2cc(F)ccc2n2cncc12)c1cnccn1,37.4,/,25.4,24.3,44.6,68.6,33.1,4.7*,19.5
COc1cc2c3c(cc4c5c(ccc4c3c1OC)OCO5)N(CCN(C)C)C2=O,-17.8*,-77.6*,0.1*,-6.5*,-58.8*,-88.5*,-9.3*,-20.5*,-10.7*
CN(C)c1ccc(/C=N\Nc2ccccn2)c(Cl)c1,100.7,115.0,93.4,95.1,104.6,118.5,101.6,109.2,115.2
CCCCCCCCCCCCCCCc1cc(O)cc(O)c1,104.9,129.4,118.7,/,113.9,102.9,105.8,107.6,113.7
CC(C)(CC=O)c1ccccc1,97.4,79.2,119.6,69.9,97.8,/,82.2,105.8,112.3
